# Screening results deposited in PubChem BioAssay by several laboratories.
# S1P2 ag – S1P2 (human) receptor agonism; hit rate 0.46% among 97,000; activation, % at 4.5 µM; O95136; S1P2-expressing cell line, agonist reporter read-out; in the data active = activation above about 16%;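 also: 0% = vehicle low control and 100% = maximal reference agonist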
# Target sequence (O95136 whole entry, looked up): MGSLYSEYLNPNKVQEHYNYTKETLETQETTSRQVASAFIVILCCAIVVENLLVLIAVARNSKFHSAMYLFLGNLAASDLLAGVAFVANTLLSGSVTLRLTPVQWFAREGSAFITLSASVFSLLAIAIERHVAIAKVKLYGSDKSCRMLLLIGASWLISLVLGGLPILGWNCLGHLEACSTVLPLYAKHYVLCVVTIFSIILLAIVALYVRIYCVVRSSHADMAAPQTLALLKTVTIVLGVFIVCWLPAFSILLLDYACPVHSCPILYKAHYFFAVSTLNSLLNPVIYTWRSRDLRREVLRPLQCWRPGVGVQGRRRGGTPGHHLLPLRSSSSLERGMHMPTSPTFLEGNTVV
# S1P2 antag – antagonists of human S1P2 receptor | O95136 | cell-based S1P2 antagonist assay, inhibition at 5 uM | inhibition, % at 5 µM | hit rate 0.21% among 97,000; in the data active = inhibition above about 45%;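 also: CRE beta-lactamase reporter cells expressing human S1P2 stimulated with S1P; 0% = agonist at EC80 alone and 100% = agonist plus reference antagonist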
# PostGolgi ctrl – yeast control strain growth, post-Golgi counter-screen; hit rate 5% among 98,000; efflux-deficient yeast background strain, growth absorbance A615, 16 h; inhibition, % at 10 µM
# CYP2C19 inhib – human CYP2C19 inhibition. P33261. CYP2C19 Supersomes, luciferin-H EGE luminescence, 30 min. inhibition, % at 5 µM. hit rate 21% among 96,000;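 active = CYP2C19 inhibition above a set limit at 5 µM in the primary screen, cut at about 50% in these data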;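 also: plate controls were negative control wells for no effect and 2.5 mM tranylcypromine positive control for full effect; values of inactives mirror those of a sister screen read the other way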
# CYP2C19 act – activators of human cytochrome P450 2C19 | 96,000 tested, under 10 active | recombinant CYP2C19, luciferin-H EGE luminescence; active compounds read high; 0 = fully inhibited enzyme, 1 = untreated enzyme | P33261 | AID 1025 | activation factor at 5 µM;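 active = activation factor of at least 2 at 5 µM in the primary screen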;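 also: 0 = wells with 2.5 mM tranylcypromine and 1 = vehicle-only wells; values of inactives mirror those of a sister screen read the other way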
# DAT uptake mod – human DAT dopamine uptake with cocaine, either direction | LLC-PK1 hDAT cells, [14C]-dopamine uptake with cocaine IC80; actives deviate in either direction | AID 449768 | hit rate 1.3% among 110,000 | Q01959 | B-score at 10 µM;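 active = Z score or B-score, a plate-position-corrected score, falls beyond the plate's 99.7% confidence bounds, in either direction; inactive = both scores lie inside the 99.7% bounds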;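 also: scored against the spread of the other compound wells on the same plate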
# Target sequence (Q01959 whole entry, looked up): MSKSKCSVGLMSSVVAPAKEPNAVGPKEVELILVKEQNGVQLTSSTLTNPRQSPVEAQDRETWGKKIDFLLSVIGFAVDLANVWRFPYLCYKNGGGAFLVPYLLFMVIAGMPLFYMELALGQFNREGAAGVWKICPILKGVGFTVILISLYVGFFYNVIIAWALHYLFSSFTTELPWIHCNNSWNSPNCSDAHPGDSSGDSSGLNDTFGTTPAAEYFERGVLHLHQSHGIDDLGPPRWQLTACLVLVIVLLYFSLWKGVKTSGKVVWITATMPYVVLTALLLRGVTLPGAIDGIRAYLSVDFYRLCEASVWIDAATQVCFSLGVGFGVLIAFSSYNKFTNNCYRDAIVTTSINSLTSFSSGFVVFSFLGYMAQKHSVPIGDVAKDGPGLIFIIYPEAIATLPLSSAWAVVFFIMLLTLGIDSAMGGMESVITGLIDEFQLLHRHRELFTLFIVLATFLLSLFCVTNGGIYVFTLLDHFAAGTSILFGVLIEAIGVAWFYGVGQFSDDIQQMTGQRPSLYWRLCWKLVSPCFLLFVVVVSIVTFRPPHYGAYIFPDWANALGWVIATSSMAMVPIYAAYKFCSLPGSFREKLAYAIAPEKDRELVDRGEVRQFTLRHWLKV
# PostGolgi yeast – growth inhibition of a yeast mutant, post-Golgi transport screen; post-Golgi transport phenotypic cell assay; inhibition, % at 10 µM; hit rate 0.9% among 98,000; AID 739;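 also: yeast cells grown in 1536-well plates; yeast grown about 18 h at 30C before absorbance read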
# sEH activator – activators of human soluble epoxide hydrolase; P34913; purified human sEH enzymatic activity, activator screen; activation, % at 2 µM; hit rate 0.04% among 91,000; in the data active = activation above about 37%; also: values of inactives mirror those of a sister screen read the other way
# sEH inh – blocks human soluble epoxide hydrolase activity. recombinant human sEH enzymatic activity assay. inhibition, % at 2 µM. hit rate 0.34% among 91,000. AID 707; in the data active = inhibition above about 80%; also: values of inactives mirror those of a sister screen read the other way; many of its hits are not listed in these tables
# * marks the source's active call; other numbers are inactive results; nt = not tested or not shown; & = joins results of further samples. Rule as the data show it, unless noted: active = inhibition above about 30%; inactive = the rest.
SMILES,S1P2 ag,S1P2 antag,PostGolgi ctrl,CYP2C19 inhib,CYP2C19 act,DAT uptake mod,PostGolgi yeast,sEH activator,sEH inh
COC(=O)c1cc2nc(-c3ccccc3)cc(C)n2n1,-2.0,5.8,7.0,-4.4,1,-0.0855,14.2,2.5,2.5
COC(=O)CCC(=O)Nc1ccc(NC(C)=O)cc1,-5.1,-4.5,1.6,-6.7,1.1,0.226,-5.3,1.8,-1.9
COc1ccc(NC(=S)NC(NC(=O)c2ccc(Cl)cc2Cl)C(Cl)(Cl)Cl)c([N+](=O)[O-])c1 (centres undefined),-5.7,3.2,22.4,96.3*,0,0.832,68.9*,-14.0,13.4
CC(C)NC(=O)Cn1c(SCC(=O)N2CCc3ccccc3C2)nc2ccccc21,nt,nt,-4.4,30.2,0.7,0.255,-8.7,nt,nt
COc1ccc(-c2nc(N3CCC(C)CC3)[nH]c(=O)c2C#N)cc1,-3.2,-11.5,10.6,-1.0,1,-0.592,3.2,4.4,-2.4
CCOC(=O)c1c(-n2cnnn2)sc(C)c1C,-6.3,5.1,17.2,7.5,0.9,-1.58,13.3,-4.5,4.2
COc1cccc(Nc2cc(N3CCOCC3)c3nonc3c2[N+](=O)[O-])c1,-6.5,1.2,2.1,2.6,1,0.00378,1.3,1.0,-3.0
CC(=O)c1c(C(C)=O)c(C)n(NC(=O)c2ccncc2)c1C,-2.3,12.8,-0.3,88.8*,0.1,1.32,-3.5,13.4,-15.1
COc1ccc(-n2nnc3c(SCC(=O)NCC4CCCO4)ncnc32)cc1 (centres undefined),-10.0,5.9,3.8,-3.0,1,nt,-6.1,-17.3,20.5
CCN(CC)S(=O)(=O)c1ccc(C(=O)C(C#N)c2ccccn2)cc1 (centres undefined),-3.9,-7.3,5.7,-4.1,1,-0.185,0.2,2.7,-1.3
CCOC(=O)c1ccc(NC(=O)c2ccc3c(c2)OCO3)cc1,-4.9,-17.1,7.7,2.9,1,-0.358,-7.5,-16.1,18.8
COC(=O)c1cn(-c2ccccc2)nc1-c1ccccc1,-2.7,-2.0,12.4,16.1,0.8,-0.374,-2.9,4.5,-4.7
CCOC(=O)C1=C(C)NC(C)=C(C(=O)OCC)C1C(=O)O,-3.7,7.3,28.7,0.7,1,-0.668,3.6,-8.5,9.0
CCCCSc1nnc(-c2ccc(OC)cc2)n1C,-6.1,-11.3,nt,nt,nt,1.59,nt,12.9,-9.3
NC1=NC(c2cccc(O)c2)n2c(nc3ccccc32)N1 (centres undefined),-5.4,-2.7,9.3,17.9,0.8,-0.298,20.4,-4.4,4.0
Clc1nc(-c2n[nH]nc2Cl)n[nH]1,nt,nt,9.9,6.8,0.9,0.568,3.9,nt,nt
O=C(c1ccc(Cl)c(Cl)c1)c1cc(-c2ccccn2)c(N2CCOCC2)s1,-9.2,13.8,56.1*,29.5,0.7,0.812,-2.5,-3.9,1.2
Cc1ccccc1-c1nnc(SCC(=O)Nc2cccc(C)c2C)o1,-4.6,15.7,-8.5,12.3,0.9,-1.05,0.8,-12.9,13.0
C=CCn1c(-c2cc(OC)c(OC)c(OC)c2)n[nH]c1=S,-5.7,-6.2,-0.1,20.0,0.8,1.46,-5.5,4.3,1.4
COc1ccccc1OCCOc1ccc(/C=C2/C(=N)N3OC(C)=CC3=NC2=O)cc1OC,-4.1,-6.9,4.3,3.4,1,0.216,-23.5,-13.0,13.2
COc1ccc2[nH]cc(C(=O)CNc3nc(C)cs3)c2c1,-8.0,19.0,25.1,-0.2,1,-0.456,-3.8,3.8,-2.9
Clc1ccc(N=c2ssnc2Cl)cc1,-3.8,-7.9,nt,nt,nt,0.637,nt,3.1,-0.3
O=C1C(c2ccncc2)N(CCC2=CCCCC2)C(=O)CN1C1CCCCC1 (centres undefined),-7.3,7.9,-3.5,52.6*,0.5,0.766,1.0,-6.9,5.3
O=C(Nc1cccnc1)c1ccco1,-2.3,-36.4,2.2,3.2,1,0.554,11.1,-18.6,19.7
Cc1cc(=O)[nH]c(SCC(=O)c2c(N)n(C)c(=O)n(C)c2=O)n1,-5.0,15.2,3.1,-19.2,1.2,-1.05,-7.2,2.8,-4.9
CC1(C)CC(O)C(C)(C)N1O (centres undefined),-5.2,9.5,-1.6,23.7,0.8,-0.0695,-1.4,nt,nt
COc1ccc(C2c3cc(OC)c(OC)cc3CCN2C2CC(=O)N(c3ccccc3)C2=O)cc1OC (centres undefined),-2.5,-31.1,-0.4,16.2,0.8,-0.102,3.3,-13.9,15.1
O=C1CCCN1c1ccc(S(=O)(=O)N2CCC(c3ccccc3)CC2)cc1,-3.5,-14.4,-11.5,34.1,0.7,0.0494,-4.0,-27.7,28.2
CCOc1ccc(Cl)cc1S(=O)(=O)n1cnc2cc(C)c(C)cc21,-4.6,0.0,39.7*,91.2*,0.1,0.00598,-9.6,15.8,-13.5
COCCNC(=O)C(=O)Nc1cccc(Br)c1,-2.7,4.8,-5.7,27.5,0.7,0.684,-10.7,-1.6,0.7
CCOC(=O)c1ccc(-n2c(=O)[nH]c3ccccc3c2=O)cc1,-1.4,-40.7,11.0,12.9,0.9,-0.128,-2.6,13.9,-12.3
COCCCN=CC1=C(O)CC(C)(C)CC1=O,-4.8,23.3,-3.7,-12.5,1.1,-0.793,-2.4,-6.4,4.4
Cc1cc(C)c2c(c1)/C(=C/C(=O)c1ccc(Br)s1)C(=O)N2,-1.8,-17.2,70.8*,5.7,0.9,-0.342,103.0*,2.9,-0.7
CC1(C)Cc2c(sc3nc4n(c(=N)c23)CCC4)CO1,-5.8,7.3,0.9,-19.1,1.2,-0.857,3.0,-8.3,7.8
COc1ccc(OC)c(NC(=O)c2ccc(S(=O)(=O)N3CCN(C)CC3)cc2)c1,-7.1,-8.2,3.3,12.1,0.9,-0.908,-5.3,-0.4,-0.2
Cn1c(CCN2CCCCC2)nc2cc(NC(=O)C3CCCCC3)ccc21,nt,nt,9.1,-5.0,1.1,-0.0471,7.7,nt,nt
N/C(=N\OC(=O)c1ccc(Cl)c(Cl)c1)c1ccccn1,-10.3,-0.2,3.7,1.0,1,-1.11,-3.2,2.7,0.4
COc1ccc(C2C(C(=O)Nc3ccc4c(c3)OCCO4)c3ccccc3C(=O)N2C)cc1 (centres undefined),-5.7,-13.0,31.2*,29.2,0.7,-0.711,2.5,12.5,-9.0
CN(CC(=O)NCc1ccccn1)S(=O)(=O)c1ccc(Cl)cc1,nt,nt,21.0,8.4,0.9,-0.801,6.4,nt,nt
COc1cccc(CNc2cccc3cccnc23)c1O,-5.3,3.5,9.4,80.9*,0.2,-0.394,-6.8,3.3,-0.9

# Quoted at random: 2 compounds from above
SMILES,S1P2 ag,S1P2 antag,PostGolgi ctrl,CYP2C19 inhib,CYP2C19 act,DAT uptake mod,PostGolgi yeast,sEH activator,sEH inh
Clc1ccc(N=c2ssnc2Cl)cc1,-3.8,-7.9,nt,nt,nt,0.637,nt,3.1,-0.3
Cc1cc(C)c2c(c1)/C(=C/C(=O)c1ccc(Br)s1)C(=O)N2,-1.8,-17.2,70.8*,5.7,0.9,-0.342,103.0*,2.9,-0.7

# (list continues)
SMILES,S1P2 ag,S1P2 antag,PostGolgi ctrl,CYP2C19 inhib,CYP2C19 act,DAT uptake mod,PostGolgi yeast,sEH activator,sEH inh
Cc1scc(C(=O)Nn2cnnc2)c1-c1ccccc1,-5.0,-6.4,32.7*,-8.6,1.1,-0.155,-10.4,1.5,-0.2
Nn1c(SCC(=O)N2CCCc3ccccc32)nnc1-c1ccc(Cl)cc1,-5.0,6.1,7.1,11.9,0.9,-0.117,-1.8,nt,nt
Cc1cc(C)n2nc(C(=O)NC(C)(C)C)nc2n1,-2.0,-24.4,4.5,-2.8,1,-0.0808,1.7,5.9,-2.9
CCOC(=O)CN=C1CC(C)(C)CC2=C1Sc1ncnc(N(C)C)c1N2,-3.8,-2.5,-1.3,23.4,0.8,-0.756,12.4,4.7,-5.5
O=S(=O)(NCc1cccnc1)c1cc(Cl)ccc1Cl,-1.9,7.1,12.4,45.4,0.5,-0.0587,0.2,nt,nt
COc1ccc(CNc2nc3c(c(=O)n(Cc4ccc(Br)cc4)c(=O)n3C)n2C)cc1,-1.5,15.7,25.1,48.3,0.5,0.403&0.458,6.3,12.8,-12.6
CCC(CC)C1C(C#N)=C(N)Oc2n[nH]c(-c3ccccc3)c21 (centres undefined),-7.5,-6.1,7.1,57.0*,0.4,-0.66,-4.0,-0.7,0.9
[O-]C1=N/[N+](=C/c2ccccc2Cl)CC1,-1.4,-11.1,4.9,-19.1,1.2,0.703,19.3,1.8,-0.9
O=C(Nc1ccccc1)/C(=C/c1ccccc1)c1ccccc1,-1.5,-10.1,40.3*,nt,nt,-0.388,-6.4,17.3,-20.2
O=C(N/N=C/c1ccc(OC(=O)c2ccccc2)cc1)c1ccc(CN2CCOCC2)cc1,-5.2,13.8,11.4,14.6,0.9,-0.685,80.5*,-16.3,14.5
CCCn1c(/N=C/c2ccccc2O)nc2ccccc21,-9.1,4.0,7.4,-9.1,1.1,-0.875,-0.9,-2.5,2.4
COCCCNC(=O)Cn1nnc(-c2ccccc2NC(=O)c2ccc(F)cc2)n1,-1.3,-9.8,2.0,2.8,1,-1.16,-5.2,-2.9,3.3
COc1ccc(NC(=O)C2CCCCN2CC(=O)OCc2ccccc2)cc1OC (centres undefined),3.0,2.7,-3.5,66.6*,0.3,0.25,18.0,-2.4,1.6
CCOC(=O)C1CCN(S(=O)(=O)c2ccc(C)cc2)CC1,1.2,0.4,12.9,81.1*,0.2,-0.436,25.2,-5.0,3.1
CCOC(=O)C1CCCN(C(=O)c2cc3ncc(Br)cn3n2)C1 (centres undefined),-11.7,17.8,10.3,1.9,1,-0.293,-5.3,4.8,-7.5
CN(C)c1nc(Oc2ccc(N)cc2)nc(N(C)C)n1,0.0,3.6,-8.9,31.6,0.7,-0.933,6.6,-8.1,4.0
Cc1ccccc1-c1ccc(Nc2ccc(C(=O)N3CCOCC3)cc2)nn1,-1.8,10.6,5.3,34.2,0.7,1.11,4.6,6.2,-5.7
Cc1cccc(Sc2c([N+](=O)[O-])ncn2C)c1,-6.8,12.0,5.2,25.2,0.7,-0.0194,-26.3,-4.3,5.0
CC(C)n1c(NCc2ccc(N(C)C)cc2)nc2ccccc21,0.6,-6.2,nt,nt,nt,0.421,nt,6.0,-2.7
CCC(c1nc2ccccc2c(=O)n1CCN1CCOCC1)N1C(=O)c2ccccc2C1=O (centres undefined),-3.4,-11.2,4.3,2.7,1,-0.0682,-1.4,3.7,-4.7

# 3 compounds out of the list above, sorted by the value under sEH inh, high to low.
SMILES,sEH inh
Cc1scc(C(=O)Nn2cnnc2)c1-c1ccccc1,-0.2
Cc1cc(C)n2nc(C(=O)NC(C)(C)C)nc2n1,-2.9
O=C(Nc1ccccc1)/C(=C/c1ccccc1)c1ccccc1,-20.2

# Other compounds follow:
SMILES,S1P2 ag,S1P2 antag,PostGolgi ctrl,CYP2C19 inhib,CYP2C19 act,DAT uptake mod,PostGolgi yeast,sEH activator,sEH inh
CN(C)c1ccc(-n2cccc2/C=C2/SC(=Nc3ccc(F)cc3)NC2=O)cc1,-5.0,-0.5,0.2,2.9,1,-0.584,-2.5,-3.1,3.1
Nc1ccc(S(=O)(=O)c2ccc(Cl)cc2)cc1,-2.9,8.3,11.0,86.3*,0.1,-3.09*,-1.4,9.6,-9.5
CCc1cccc(NC2c3ccccc3C(=O)N2c2cccnc2)c1 (centres undefined),nt,nt,-0.8,96.6*,0,1.31,-0.7,nt,nt
CC(C)N(C1=N/C(=C\c2ccco2)C(=O)N1c1ccccc1)C(C)C,14.2,-20.1,2.7,11.1,0.9,0.304,-4.2,21.4,-21.7
O=S(=O)(c1ccc(Br)s1)N1CCN(Cc2ccc3c(c2)OCO3)CC1,-0.9,-7.2,26.3,89.2*,0.1,1.23,1.8,23.4,-23.4
Cc1ccsc1CNn1cnnc1SCc1ccccc1F,-6.7,4.8,16.4,83.4*,0.2,-0.206,6.2,-11.8,9.5
CC(=O)c1ccc(OCC(C)C)c(CN2CCCCC2)c1,0.1,7.7,4.7,7.2,0.9,-0.773,4.1,nt,nt
Cc1noc(C)c1S(=O)(=O)N1CCC(C(=O)N2CCC(C)CC2)CC1,-6.4,2.6,0.1,5.4,0.9,0.0204,3.0,-6.1,7.9
